HT1080 IDH1KD tx – toxicity to HT-1080 IDH1 knockdown cells (counter line); Potency, µM (doses to about 46.1 µM), inactives show at the highest dose activity, negative = toxicity, usual class: cytotoxic; actives 2% (n = 360,000); HT-1080 IDH1 knockdown viability, ATP luminescence, 48 h;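 further: potency means the concentration at half of the fitted maximal effect; 0% = DMSO wells and -100% = cell-free medium wells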
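Using the IDH1-knockdown HT-1080 line run in the same batch and compound series as the NT line, viability after 48 h at 37 °C was determined by CellTiter-Glo luminescence and expressed as % activity.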
HepG2 viability – kills HepG2 cells in TGF-b inhibitor counter-screen | actives 0.76% (n = 410,000) | Potency, µM (series often up to 46.1 µM), without a hit: at the top dose activity change, negative = cytotoxicity, most hits filed as cytotoxic | HepG2 CAGA-GFP viability, ATP luminescence, 18 h | AID 588856; further: potency means the concentration at half of the fitted maximal effect; some results filed as inactive show a strong effect at the top dose
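CellTiter-Glo luminescence gave cytotoxicity after 18 hours at 37 degrees C. The cells were HepG2 CAGA-GFP in 1% FBS DMEM, stimulated with 500 pg/mL TGF-beta after compound addition. %Activity was normalised to no-cell wells (complete cell-killing) and DMSO (no toxicity), and curves were fitted and classified.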
SW480 rerep – inducers of DNA re-replication in SW480 colon cancer cells; actives 1.8% (n = 340,000); Potency, µM (highest dose often 46.1 µM), for the others: at the highest dose re-replication activation, hits mostly activators; SW480 DNA re-replication, Hoechst DNA content imaging, 48 h; further: potency means the concentration at half of the fitted maximal effect; % of control where 0% means no effect; nearly all actives have a fitted effect of over 55% in size
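DNA re-replication was detected as more nuclei of elevated Hoechst intensity after 48 hr exposure to compound (23 nL pinned per well of 250 cells).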
HT1080NT lethal – kills 2HG-producing HT-1080-NT fibrosarcoma cells; HT-1080-NT fibrosarcoma viability, CellTiter-Glo ATP luminescence, 48 h; Potency, µM (doses to about 46.1 µM), without a hit: top-dose activity, negative = less viability, usual class: cytotoxic; actives 1.6% (n = 360,000);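 further: NT is the 2HG producing partner of a matched IDH1 knockdown line; potency means the concentration at half of the fitted maximal effect; 0% = DMSO-treated cells and -100% = media-only wells without cells; nearly all actives have a fitted effect of over 55% in size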
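A 48-hour cytotoxicity screen used HT-1080-NT cells plated 2 hours before compound delivery. ATP-based CellTiter-Glo luminescence measured viability, normalized to DMSO and no-cell controls.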
S2 tox – viability counter-screen for ATXN expression inhibitors | AID 651635 | Potency, µM (highest dose often 56.7 µM), usual class: cytotoxic | actives 0.49% (n = 400,000) | S2 cells (HEK-293 line with an ATXN2-luciferase reporter) viability, CellTiter-Fluor protease fluorescence, 24 h; further: potency means the concentration at half of the fitted maximal effect; nearly all actives have a fitted effect of over 40% in size
KB-3-1 cytotox – kills parental KB-3-1 adenocarcinoma cells | KB-3-1 viability, CellTiter-Glo ATP luminescence, 72 h | Potency, µM (series often up to 46.1 µM), without a hit: at the highest dose activity change, negative = cytotoxic, hits mostly cytotoxic | AID 1347075 | actives 1.4% (n = 400,000); further: potency means the concentration at half of the fitted maximal effect; on the % scale 0 is the no-effect control and ±100 the full control effect; nearly all actives have a fitted effect of over 60% in size
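Cells are dispensed, compounds pinned in, plates held at 37 °C for 72 h, then CellTiter-Glo is added and luminescence read after 10 minutes. Cell line: parental KB-3-1 in phenol-red-free DMEM, 10% FBS.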
IL1B secr inh – inflammasome signaling inhibition, IL-1 beta readout; THP-1 LPS/ATP IL-1B secretion, AlphaLISA, 16 h; hits give low values; activity change, % at 57.5 µM; actives 4.7% (n = 360,000); AID 743279; in the data active means activity change below about -50%; inconclusive means mostly about -30% to -49%; further: on the % scale 0 is the no-effect control and ±100 the full control effect
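Secreted IL-1B measured by AlphaLISA bead assay after 16 h compound exposure of THP-1 cells; compounds (final up to 57.5 uM) added 1 h before LPS (250 ng/mL) and ATP (1.25 mM) stimulation; lower signal means less secretion.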
ATXN2 expr inh – reduces ATXN2 reporter expression in HEK-293 cells; HEK-293 ATXN2-luciferase reporter, luminescence, 24 h; actives 0.72% (n = 360,000); Potency, µM (titrated, usually from 57 µM), without a hit: at the top dose activity change, negative = inhibition, hits mostly inhibitors; further: potency means the concentration at half of the fitted maximal effect; on the % scale 0 is the no-effect control and ±100 the full control effect; nearly all actives have a fitted effect of over 55% in size
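ATXN2-luciferase reporter cells (luciferase flanked by upstream and downstream ATXN2 gene portions) were treated 24 h at 37 °C with compounds at up to 57 uM. SteadyGlo luminescence gave expression; GF-AFC fluorescence gave viability.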
MCF10A rerep – DNA re-replication induction in MCF 10a cells | Potency, µM (highest dose often 46.1 µM), inactives show at the top dose activity, positive = re-replication, most hits filed as activators | MCF 10A DNA re-replication, Hoechst nuclear intensity, 48 h | AID 624296 | actives 2.9% (n = 350,000); further: potency means the concentration at half of the fitted maximal effect; % of control where 0% means no effect; nearly all actives have a fitted effect of over 50% in size
* marks the source's active call; other numbers are inactive results; [ ] = remark or other dose. Unless noted, the call rests on the fitted dose curve; in most records, active means well fitted curve in the direction sought with a large enough effect; inconclusive means small, poorly fitted or top-dose-only effect, or another doubt; inactive means no such curve, though single readings can be large; an effect the other way counts as inactive or inconclusive.

Screening Cc1c(Br)c(=O)oc2c(C)c(O)ccc12 returned HT1080 IDH1KD tx -1%, HepG2 viability -21%, SW480 rerep 0%, HT1080NT lethal -2%, S2 tox inactive, KB-3-1 cytotox -11%, IL1B secr inh 3, ATXN2 expr inh -4% and MCF10A rerep 28%.
For CN(CC(=O)Nc1c(Cl)cccc1Cl)C(=O)c1ccc(NS(=O)(=O)c2ccc3[nH]c(=O)[nH]c3c2)cc1 the results were HT1080 IDH1KD tx -10%, HepG2 viability 3%, SW480 rerep 10%, HT1080NT lethal 2%, S2 tox inactive, KB-3-1 cytotox 22%, IL1B secr inh 5, ATXN2 expr inh 1% and MCF10A rerep 0%.
`CCCCCCNS(=O)(=O)c1ccc(Cl)s1` gave HT1080 IDH1KD tx -5%, HepG2 viability -38%, SW480 rerep -11%, HT1080NT lethal 12%, S2 tox inactive, KB-3-1 cytotox -9%, IL1B secr inh 1, ATXN2 expr inh -23% and MCF10A rerep 1%.
Screening Cc1cc(C)n(CC(O)Cn2c3ccc(Cl)cc3c3cc(Cl)ccc32)c(=O)n1 (configuration not stated) returned HT1080 IDH1KD tx inconclusive, HepG2 viability -87%, SW480 rerep 4%, HT1080NT lethal inconclusive, S2 tox inconclusive, KB-3-1 cytotox -6%, IL1B secr inh inconclusive, ATXN2 expr inh 32µM* and MCF10A rerep 2%.
Screening CC(Oc1ccc(/C=N/NC(=O)Cc2cccc3ccccc23)cc1)C(=O)O (configuration not stated) returned HT1080 IDH1KD tx 4%, HepG2 viability -17%, SW480 rerep -14%, HT1080NT lethal 1%, S2 tox inactive, KB-3-1 cytotox 5%, IL1B secr inh -21 and MCF10A rerep 3%.
CC1(C)Cc2cccc(OCC(=O)N3CCN(c4ccccc4F)CC3)c2O1 was read as HT1080 IDH1KD tx 0%, HepG2 viability -4%, SW480 rerep -5%, HT1080NT lethal -6%, S2 tox inactive, KB-3-1 cytotox 1%, IL1B secr inh 30, ATXN2 expr inh 3% and MCF10A rerep inconclusive.
For O=C(NCCc1ccc(Cl)cc1)c1ccc2nc(Cc3ccccc3)oc2c1 the results were HepG2 viability 7%, S2 tox inconclusive, KB-3-1 cytotox inconclusive and ATXN2 expr inh inconclusive.
Screening O=C(NCc1cc([N+](=O)[O-])ccc1O)c1cccnc1Sc1ccccc1Cl returned HT1080 IDH1KD tx -27%, HepG2 viability -32%, SW480 rerep -6%, HT1080NT lethal -8%, S2 tox inactive, KB-3-1 cytotox inconclusive, IL1B secr inh 10, ATXN2 expr inh 32% and MCF10A rerep 3%.
`Cc1cccc(-c2noc(-c3ccoc3C)n2)c1` gave HT1080 IDH1KD tx 12%, HepG2 viability -28%, SW480 rerep -12%, HT1080NT lethal 16%, S2 tox inactive, KB-3-1 cytotox 6%, IL1B secr inh 37 and MCF10A rerep -1%.
COc1ccc(Cc2nnc(-c3ccccc3)o2)cc1 was read as HT1080 IDH1KD tx 10%, HepG2 viability 4%, SW480 rerep -3%, HT1080NT lethal 27%, S2 tox inactive, KB-3-1 cytotox 55%, IL1B secr inh 7, ATXN2 expr inh 38% and MCF10A rerep 5%.
CCN(C(=O)CSc1nc2ccccc2o1)c1c(N)n(Cc2ccccc2)c(=O)[nH]c1=O was read as HT1080 IDH1KD tx -1%, HepG2 viability -12%, SW480 rerep 0%, HT1080NT lethal 1%, S2 tox inactive, KB-3-1 cytotox -2%, IL1B secr inh -15, ATXN2 expr inh -4% and MCF10A rerep 0%.
CCCCCCCc1c(C)nc(N2CCOCC2)[nH]c1=O was read as HT1080 IDH1KD tx 1%, HepG2 viability 0%, SW480 rerep -1%, HT1080NT lethal 13%, S2 tox inactive, KB-3-1 cytotox inconclusive, IL1B secr inh 21, ATXN2 expr inh -6% and MCF10A rerep 2%.
For c1ccc(Cc2cc[n+](Cc3ccccc3)cc2)cc1 the results were HT1080 IDH1KD tx -9%, HepG2 viability -5%, SW480 rerep -48%[inhibitor], HT1080NT lethal -2%, S2 tox inactive, KB-3-1 cytotox 18µM*, IL1B secr inh -23, ATXN2 expr inh 3% and MCF10A rerep -28%.
CCc1nc2c(OCc3ccc(Cl)cc3Cl)cccn2c1N(C)C(=O)c1ccccc1F was read as HT1080 IDH1KD tx inconclusive, HepG2 viability -61%, HT1080NT lethal inconclusive, S2 tox inconclusive, KB-3-1 cytotox inconclusive, IL1B secr inh -27 and ATXN2 expr inh inconclusive.
For COc1ccc(Cl)cc1NC(=O)CSC1=Nc2ccccc2C2=NC(CC(=O)NCc3ccc4c(c3)OCO4)C(=O)N12 (configuration not stated) the results were HepG2 viability -19%, S2 tox inactive, KB-3-1 cytotox -5% and ATXN2 expr inh -12%.
CC(C)Cn1c(N2CCN(CC(=O)Nc3ccc(Cl)cc3)CC2)nc2ccccc21 was read as HT1080 IDH1KD tx -23%, HepG2 viability -32%, SW480 rerep inconclusive, HT1080NT lethal -7%, S2 tox inactive, KB-3-1 cytotox -2%, IL1B secr inh -85*, ATXN2 expr inh -29% and MCF10A rerep 18%.
For Cc1oc(C)c2c(=O)cc(-c3ccc4c(c3)OCO4)cc(OC(=O)c3cccc(Br)c3)c12 the results were HepG2 viability -19%, S2 tox inactive, KB-3-1 cytotox 3% and ATXN2 expr inh -5%.
For CN(CCc1ccccn1)C(=O)Nc1ccc(F)cc1 the results were HT1080 IDH1KD tx -1%, HepG2 viability -7%, SW480 rerep 1%, HT1080NT lethal 4%, S2 tox inactive, KB-3-1 cytotox -6%, IL1B secr inh -4, ATXN2 expr inh 7% and MCF10A rerep -1%.
`Fc1ccc2c(c1)-c1c(cnc3cc(-c4ccc(Cl)cc4)nn13)CO2` gave HepG2 viability 0%, S2 tox inactive, KB-3-1 cytotox -1% and ATXN2 expr inh 16%.
Screening O=C(Cn1cnc2ccc(Br)cc2c1=O)c1cccs1 returned HT1080 IDH1KD tx inconclusive, HepG2 viability 6%, SW480 rerep 23%, HT1080NT lethal inconclusive, S2 tox inactive, KB-3-1 cytotox -1%, IL1B secr inh -5, ATXN2 expr inh 29% and MCF10A rerep -6%.
CCc1nc2ccc(C(=O)Nc3cccc(OC)c3)cn2c1N(CC)CCOC was read as HT1080 IDH1KD tx 14%, HepG2 viability -74%, HT1080NT lethal -8%, S2 tox inactive, KB-3-1 cytotox inconclusive, IL1B secr inh -17 and ATXN2 expr inh -26%.
Screening Cc1cc(C)c(S(=O)(=O)Cc2ccccc2)c(=O)[nH]1 returned HT1080 IDH1KD tx 21%, HepG2 viability -3%, SW480 rerep inconclusive, HT1080NT lethal 6%, S2 tox inactive, KB-3-1 cytotox 2%, IL1B secr inh -8, ATXN2 expr inh -5% and MCF10A rerep -19%.
`O=C(Nc1cccnc1)C1=NN(C2CCS(=O)(=O)C2)C(=O)CC1` (configuration not stated) gave HT1080 IDH1KD tx 7%, HepG2 viability -4%, SW480 rerep 1%, HT1080NT lethal 8%, S2 tox inactive, KB-3-1 cytotox 5%, IL1B secr inh 14 and MCF10A rerep 5%.
COC(=O)c1cc(-c2ccc(OC)c(OC)c2)n[nH]1 was read as HT1080 IDH1KD tx 11%, HepG2 viability -2%, SW480 rerep -4%, HT1080NT lethal 14%, S2 tox inconclusive, KB-3-1 cytotox 11%, IL1B secr inh -21, ATXN2 expr inh 13% and MCF10A rerep 1%.
CC(=O)c1ccc(-n2c(SCC(=O)c3c[nH]c4ccccc34)nc3ccccc3c2=O)cc1 was read as HT1080 IDH1KD tx inconclusive, HepG2 viability -1%, SW480 rerep -5%, HT1080NT lethal -23%, S2 tox inconclusive, KB-3-1 cytotox -9%, IL1B secr inh inconclusive and MCF10A rerep 4%.
For CCOC(=O)C1CCN(C(=O)c2ccccc2N(C)S(C)(=O)=O)CC1 the results were HT1080 IDH1KD tx -3%, HepG2 viability -22%, SW480 rerep -8%, HT1080NT lethal -2%, S2 tox inactive, KB-3-1 cytotox -26%, IL1B secr inh 1, ATXN2 expr inh 2% and MCF10A rerep 13%.
`COc1ccc(CNC(=O)c2ccc(-c3nc(CSc4ccccc4)c(C)o3)cc2)cc1OC` gave HepG2 viability -15%, S2 tox inactive, KB-3-1 cytotox 2% and ATXN2 expr inh -8%.
`O=C(CCS(=O)(=O)c1cccs1)N1CCN(c2ccc(F)cc2)CC1` gave HT1080 IDH1KD tx -11%, HepG2 viability -18%, SW480 rerep 1%, HT1080NT lethal -1%, S2 tox inactive, KB-3-1 cytotox -10%, IL1B secr inh 8, ATXN2 expr inh 27% and MCF10A rerep -4%.
For O=C(NCC(F)(F)F)c1ccc(S(=O)(=O)NCCc2ccc3c(c2)OCCO3)cc1 the results were HT1080 IDH1KD tx 1%, HepG2 viability -24%, HT1080NT lethal 7%, S2 tox inconclusive, KB-3-1 cytotox inconclusive and IL1B secr inh -14.
For COc1ccc(C)cc1NC(=O)C(c1ccccc1)N1CCN(CC(=O)N2CCOCC2)CC1 (configuration not stated) the results were HT1080 IDH1KD tx 2%, HepG2 viability -23%, SW480 rerep 1%, HT1080NT lethal 6%, S2 tox inactive, KB-3-1 cytotox inconclusive, IL1B secr inh 1, ATXN2 expr inh 9% and MCF10A rerep -2%.
COc1ccccc1NC1=NCC(=O)N1Cc1ccccc1 was read as HT1080 IDH1KD tx 0%, HepG2 viability 1%, SW480 rerep 1%, HT1080NT lethal 9%, S2 tox inactive, KB-3-1 cytotox -1%, IL1B secr inh 25, ATXN2 expr inh 5% and MCF10A rerep -2%.

Source: PubChem BioAssay
